TbMetRS inhib: Trypanosoma brucei MetRS inhibition; purified T. brucei MetRS, ATP depletion, Kinase-Glo luminescence; inhibition, % at 11.9 µM; 360,000 compounds, 0.4% hits;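 active = inhibition above a per-plate cutoff of the control wells' mean inhibition plus 3 SD, cut at about 5.5% in these data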;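 also: 0% = DMSO wells median and 100% = median of wells with control inhibitor compound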
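Test system – parasite MetRS enzyme · Reagent – substrates ATP, L-methionine and bulk Escherichia coli tRNA · Doses – 11.9 µM compound single dose, 0.9% DMSO · Times – 15 min enzyme-compound preincubation, 2 h reaction, 10 min detection, 25 °C · Signal – Kinase-Glo luminescence, ATP depletion format · Controls – DMSO-only wells as low control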
SKN-1 inh: C. elegans SKN-1 inhibition; C. elegans VP596 Pgst-4::GFP/RFP ratio, acrylamide-induced, 24 h; 360,000 compounds, 0.49% hits; inhibition, % at 21.8 µM;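 active = interference check ratio from 0.5 to 1.5 plus GFP to RFP signal ratio inhibition reaching or exceeding a fixed threshold, cut at about 30% in these data, passing the limit was not always enough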; also: some compounds called inactive have numbers as strong as hits
MsrA inh: bovine MsrA inhibition; purified bovine MsrA, absorbance read-out; inhibition, % at 15.5 µM; 360,000 compounds, 0.75% hits; in the data active = inhibition above about 4.5%;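 also: 0% = vehicle wells with enzyme and 100% = reference inhibitor wells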
MT1-MMP act inh: inhibitors of human MT1-MMP activation; P50281; HT1080 RFP-PRO-GFP cells, GFP/RFP ratio fluorescence, overnight; percent of plate control window, DMSO zero; AID 651647; GFP/RFP ratio change, % at 20 µM; 360,000 compounds, 0.061% hits;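 active = GFP/RFP ratio change of at least 30% with cell ATP level not reduced by more than half and red fluorescence within 50% of control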; also: strong numbers were not always called active
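Compound: 20 µM single dose, 1% DMSO / System: HT1080 RFP-PRO-GFP cells / Controls: DMSO and RFP-L50D-GFP cell wells / Read-out basis: GFP/RFP fluorescence ratio / Schedule: overnight compound exposure at 37 °C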
FAS TE block: inhibitors of human fatty acid synthase thioesterase domain; AID 602261; P49327; 360,000 compounds, 0.67% hits; recombinant FAS-TE, OMFH fluorogenic substrate, fluorescence endpoint; inhibition, % at 15 µM;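 active = compounds whose normalised, plate-corrected inhibition of enzyme fluorescence in the single-dose primary screen is 50% or more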;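 also: 0% = DMSO with enzyme and 100% = substrate without enzyme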
NRP1-CendR mod: NRP-1/CendR interaction modulation | O14786 | FAM-RPARPAR peptide binding to NRP-1, fluorescence polarization | inhibition, % at 25 µM | 360,000 compounds, 0.85% hits | AID 602438;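 active = inhibition or corrected inhibition above about 18%, plus a signal ratio from 0.5 to 1.5, limit read from the data, passing the limit was not always enough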; also: strong numbers were not always called active
Target sequence (O14786 whole entry, looked up): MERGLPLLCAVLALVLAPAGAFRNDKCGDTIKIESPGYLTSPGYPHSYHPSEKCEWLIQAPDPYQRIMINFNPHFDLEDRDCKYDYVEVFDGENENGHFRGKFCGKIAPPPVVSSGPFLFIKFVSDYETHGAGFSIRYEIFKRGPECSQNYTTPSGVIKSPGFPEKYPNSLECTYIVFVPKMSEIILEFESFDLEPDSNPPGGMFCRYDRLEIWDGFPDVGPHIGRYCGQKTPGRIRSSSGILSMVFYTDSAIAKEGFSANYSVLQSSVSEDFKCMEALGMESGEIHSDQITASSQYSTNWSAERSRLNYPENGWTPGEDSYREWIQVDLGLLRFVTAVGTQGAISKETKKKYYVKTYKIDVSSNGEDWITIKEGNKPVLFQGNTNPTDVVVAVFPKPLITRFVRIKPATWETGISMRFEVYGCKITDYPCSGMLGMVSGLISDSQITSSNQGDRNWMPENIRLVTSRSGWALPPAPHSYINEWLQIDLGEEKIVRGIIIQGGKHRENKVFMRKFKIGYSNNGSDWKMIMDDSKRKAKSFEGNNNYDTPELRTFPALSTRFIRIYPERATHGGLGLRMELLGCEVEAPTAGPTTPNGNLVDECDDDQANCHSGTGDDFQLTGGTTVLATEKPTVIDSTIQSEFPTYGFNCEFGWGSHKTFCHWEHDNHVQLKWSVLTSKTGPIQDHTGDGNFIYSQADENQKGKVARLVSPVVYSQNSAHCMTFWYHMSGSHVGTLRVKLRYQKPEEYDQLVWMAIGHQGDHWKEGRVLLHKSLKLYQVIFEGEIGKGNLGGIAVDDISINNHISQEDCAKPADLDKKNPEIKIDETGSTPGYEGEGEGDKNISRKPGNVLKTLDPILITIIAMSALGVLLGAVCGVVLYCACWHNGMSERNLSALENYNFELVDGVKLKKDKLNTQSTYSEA
E coli Lon inh: inhibits E. coli Lon protease; P0A9M0; purified E. coli Lon protease, fluorescence polarization; inhibition, % at 7.94 µM; 360,000 compounds, 0.42% hits; in the data active = inhibition above about 13%, passing the limit was not always enough;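 also: 0% = enzyme with probe and DMSO and 100% = no enzyme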
MLLE-PAM2 inh: inhibitors of microRNA-mediated deadenylation, human PABP1 MLLE binding | AID 588489 | inhibition, % at 20 µM | 360,000 compounds, 0.36% hits | P11940 | GST-MLLE / FITC-PAM2 fluorescence polarization; in the data active = inhibition above about 35%, passing the limit was not always enough;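 also: plate controls were DMSO wells with GST-MLLE for no effect and wells lacking GST-MLLE protein for full effect; some results filed as inactive read as strong as hits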
MsrA act: bovine methionine sulfoxide reductase A activation; purified bovine MsrA, absorbance read-out; activation, % at 10.6 µM; 360,000 compounds, 0.3% hits; AID 602163; in the data active = activation above about 7.5%;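 also: 0% = vehicle and 100% = reference activator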
An asterisk follows results filed as active. Outcome played no part in choosing rows; any-hit rate near 4%.

mol	TbMetRS inhib	SKN-1 inh	MsrA inh	MT1-MMP act inh	FAS TE block	NRP1-CendR mod	E coli Lon inh	MLLE-PAM2 inh	MsrA act
CCNC(=S)NNC(=O)c1csc2c1CCC(C)C2 (centres undefined)	4.5	31.6	-0.1	-11.2	-6.2	-16.3	-0.8	-21.2	-1.7
NS(=O)(=O)c1cccc(NC(=O)CC(NC(=O)c2ccccc2Cl)c2ccccc2)c1 (centres undefined)	0.0	-10.4	1.1	-0.8	-1.0	-2.1	-5.0	10.7	-1.1
C[C@H](CO)N1C[C@H](C)[C@@H](CN(C)S(=O)(=O)c2ccc(F)cc2)Oc2ccc(NC(=O)Nc3ccc(C(F)(F)F)cc3)cc2C1=O	0.1	11.5	-0.2	5.0	17.0	0.0	19.6	3.1	-1.9
CCN1CCN(c2ccc(S(=O)(=O)N3CCCCC3)cc2NC(=O)c2cccc(C)c2[N+](=O)[O-])CC1	-0.4	13.8	-0.9	4.7	3.4	-0.3	3.0	-3.9	-4.2
OC(c1cccs1)(c1cccs1)C1C[N+]2(CF)CCC1CC2 (centres undefined)	-1.2	-0.1	-1.2	3.1	-5.0	-3.4	-4.8	-2.7	1.8
COc1ccc(N2C(=O)C3C4C=CC(C5CC45)C3C2=O)c([N+](=O)[O-])c1 (centres undefined)	-0.2	3.8	1.2	3.5	-3.9	33.3*	-5.6	14.8	0.2
CCOC(=O)C1=C(O)CSC1=Nc1cccc(Cl)c1	-1.1	0.0	-0.5	-0.6	-11.6	-1.9	-5.8	3.0	-2.1
O=C(NCc1ccco1)C1CCN(S(=O)(=O)c2ccccc2C(F)(F)F)CC1	0.3	17.5	0.8	-1.7	-5.8	-0.6	-5.4	0.5	-0.6
Cc1cccc(N=C2NC(=O)/C(=C/C=C/c3ccco3)S2)c1C	1.0	0.1	0.2	-8.3	27.9	-145.8	-8.1	-17.9	-6.7
Cc1cc2nc(-c3ccc(F)cc3)c(CC(C)(C)C)n2c(C)c1Br	-0.6	-3.4	0.5	-5.0	20.0	2.7	-13.7	-1.2	-1.5
CSc1ccc(/C=N/Nc2nc(C)cc(C)n2)cc1	-0.6	0.3	4.5	-0.3	2.3	-0.8	6.1	-1.2	-6.7
CN1C(=O)C(CC(=O)NCC2CCCCC2)SC1=Nc1ccccc1 (centres undefined)	-1.4	-11.5	0.6	1.7	1.4	4.9	6.9	9.4	-14.3
COc1ccc(N=C2SCC(c3ccc(C)cc3)=NN2CCO)cc1	-0.5	-6.3	0.8	-0.7	13.1	5.0	-4.9	11.5	-2.0
CSc1ccccc1C(=O)Nc1ccccc1C	-0.6	4.9	0.2	-1.1	-8.5	-2.2	-0.9	6.4	-3.8
Cc1ccc(S(=O)(=O)N2CCOCC2)cc1NC(=O)C1=NN(c2ccccc2)C(=O)CC1	-0.1	-2.7	0.8	2.1	1.4	13.8	-1.9	-13.2	-3.7
COc1cc2c(cc1OC)CN(C(=O)NS(=O)(=O)c1ccc(C)cc1)CC2	-0.5	4.6	1.0	-0.4	-4.8	-6.1	-0.6	13.6	-2.4
COC(=O)Cn1c(=O)c(C)nc2ccccc21	0.1	9.5	0.8	-3.2	-5.4	-13.6	4.5	12.0	-3.0
COc1ccc(C2CC(c3ccccc3)=NN2C(=O)COC(=O)c2ccc(S(C)(=O)=O)cc2)cc1 (centres undefined)	-0.3	-21.3	-0.4	-15.1	19.6	4.4	2.8	6.0	-2.3
CCN1C(=O)CC(C(=O)NCCc2ccc(S(N)(=O)=O)cc2)SC1=Nc1ccc(OC)cc1 (centres undefined)	-0.9	-6.8	0.9	-2.8	-5.1	8.9	-12.5	0.6	-3.6
O=C(CSc1ncn[nH]1)N/N=C/c1ccc(C(F)(F)F)cc1	-0.2	-0.3	0.2	1.0	-41.6	4.3	0.5	-3.7	-3.1

Limited to E coli Lon inh and MsrA act, for some of the entries so far:
structure	E coli Lon inh	MsrA act
NS(=O)(=O)c1cccc(NC(=O)CC(NC(=O)c2ccccc2Cl)c2ccccc2)c1 (centres undefined)	-5.0	-1.1
OC(c1cccs1)(c1cccs1)C1C[N+]2(CF)CCC1CC2 (centres undefined)	-4.8	1.8

Next entries follow.
mol	TbMetRS inhib	SKN-1 inh	MsrA inh	MT1-MMP act inh	FAS TE block	NRP1-CendR mod	E coli Lon inh	MLLE-PAM2 inh	MsrA act
CCOc1cc(C2/C(=C(/O)c3ccc(S(=O)(=O)N4CCCCC4)cc3)C(=O)C(=O)N2CCOC)ccc1O (centres undefined)	-0.3	-2.0	1.3	-0.1	-4.4	13.2	-0.7	21.5	-1.7
COc1cc(C(=O)Nc2ccc(S(=O)(=O)N3CCCCC3C)cc2)cc(OC)c1OC (centres undefined)	0.9	8.8	2.2	15.7	18.6	8.2	0.4	0.5	-3.0
COc1ccc(S(=O)(=O)NC(=O)C2(C)CCN2C(=O)c2ccc(C(F)(F)F)nc2C)cc1 (centres undefined)	-0.5	-1.9	-0.1	-6.9	-3.8	-3.9	-12.3	-5.2	-10.9
CCC1Oc2ccc(C)cc2N(CC(=O)N(Cc2ccc(C)o2)C2CCCC2)C1=O (centres undefined)	-0.1	5.2	0.0	-10.5	16.8	-3.8	5.6	13.7	-2.2
O=C(N/N=C/c1cccnc1)c1ccc(NC(=O)C(c2ccccc2)c2ccccc2)cc1	-0.6	16.1	1.4	4.9	-6.9	-5.0	5.0	-1.0	-0.5
O=C(COc1ccccc1[N+](=O)[O-])Nc1ccc2c(c1)OCO2	-0.3	-12.9	-0.3	-0.2	3.5	1.8	0.8	-8.4	-4.4
O=C(NC(Cc1c[nH]c2ccccc12)C(=O)O)/C(=C/c1ccc(F)cc1)NC(=O)c1ccccc1 (centres undefined)	0.5	4.2	-0.2	-5.3	1.2	-5.5	-11.4	-6.9	-4.1
COc1ccc(C2=C(Nc3ccc(F)cc3)c3ccccc3C2=O)cc1	-1.2	17.0	-1.1	-2.8	-4.2	4.2	-4.1	4.0	-0.4
COCCN(C(=S)Nc1c(C)cccc1C)C(C)c1cccs1 (centres undefined)	0.0	-4.1	0.1	-0.7	18.8	2.4	1.8	2.3	-2.5
CC1(C)CC(=O)C(CC(=O)Nc2ccc(S(N)(=O)=O)cc2)=C(O)C1	0.2	-4.7	0.7	2.9	-7.9	-1.1	-16.8	4.2	-2.5
O=C(O)COc1c(-c2ccccc2)oc2ccccc2c1=O	0.2	11.6	2.2	0.2	-6.8	1.2	-6.1	3.0	-1.2
CN(C)c1cccc(C(=O)OCC(=O)Nc2ccccc2-c2ccccc2)c1	0.8	-12.9	0.8	4.9	11.0	6.7	-2.3	-10.0	-2.3
Cc1oc(-c2ccccc2F)nc1CS(=O)(=O)CC(=O)NCCCN(C)C1CCCCC1	-0.7	-16.4	2.2	2.9	-7.7	8.1	-1.2	-3.7	-0.8
CN(C(=O)COC(=O)C1CCN(S(=O)(=O)c2cccs2)CC1)c1ccccc1	-0.8	-7.1	-1.3	2.1	-0.4	-3.1	1.3	-5.3	-7.4
CC(C)NC(=O)CSc1nc(N)c(-c2ccccc2)c(=O)[nH]1	-1.1	1.9	-0.6	1.5	-4.3	11.3	-2.5	-2.2	-4.9
COC(CNC(=O)CCc1c(C)nc2c(-c3ccc(F)cc3)c(C)nn2c1C)OC	0.2	-6.5	1.5	-1.1	-3.4	-13.1	0.9	3.2	-1.2
COCCCNc1ccc([N+](=O)[O-])cc1C(=O)Nc1cccc(C)n1	0.0	-4.1	2.0	3.0	10.4	0.5	5.1	8.2	-3.9
COc1ccc(NC(=O)NNC(=O)C(C)Oc2ccc3ccccc3c2)cc1OC (centres undefined)	-0.2	-1.1	0.6	0.3	-8.7	8.7	-3.3	3.3	-1.4
O=C(CSc1ncn[nH]1)c1ccc2c(c1)OCO2	-0.9	6.2	1.0	5.7	-9.8	0.4	9.2	37.5	-1.2
CC1CCN(C(=O)C(=O)Nc2sc3c(c2C(=O)O)CC(C)(C)OC3)CC1	-0.2	2.4	1.4	-1.3	-3.7	13.3	0.2	1.8	-3.7
Cc1ccccc1S(=O)(=O)Cc1ccc(C(=O)NCCCN2CCCC2)o1	-0.3	3.8	-0.6	-1.8	-6.3	4.9	4.0	0.1	-0.5
CN(C)S(=O)(=O)c1ccc2c(c1)nc(CCC(=O)Nc1ccc3c(c1)OCO3)n2C	-0.7	9.1	-0.7	0.9	4.4	-3.9	9.6	9.7	0.4
CCN(CC)C(=O)CN(c1ccc(C)cc1)S(=O)(=O)c1ccc(SC)cc1	0.5	1.4	0.9	1.4	0.7	-2.3	-5.3	5.4	0.1
Cc1nc(N(C)C)c2sc(=S)n(C)c2n1	0.9	2.3	2.1	0.3	5.7	-5.6	-9.5	2.4	-1.2
COc1ccc(NS(=O)(=O)c2ccc(C(=O)N(C)Cc3ccc(C)o3)cc2)cc1	-0.2	15.2	0.6	4.0	2.6	10.4	-9.2	6.9	-1.5
O=C(NC1CCCc2ccccc21)C1CCN(S(=O)(=O)c2cccc(C(F)(F)F)c2)CC1 (centres undefined)	-0.5	12.2	-0.2	0.7	5.6	6.3	6.1	12.7	-2.6
CCOC(=O)/C(C#N)=C1/C=CN(c2ccc(C)cc2)C=N1	-0.1	12.4	6.6*	3.3	-4.8	-1.4	-3.5	1.7	-5.7
CNS(=O)(=O)c1ccc(C(=O)NCC(=O)NCCC(c2ccccc2)c2ccccc2)cc1	-0.2	8.3	1.8	-1.3	-3.5	-4.8	-1.1	-8.3	-0.4
O=C(Cc1ccc([N+](=O)[O-])cc1)N/N=C/c1ccccc1F	-0.2	10.9	0.1	-1.4	16.7	13.5	1.6	-8.9	-0.1
COc1ccc(OCC(=O)N/N=C/c2ccncc2)cc1	-0.3	-16.1	-0.6	-4.3	-0.8	2.6	-2.8	5.8	-1.5
COC(=O)C1=C(C)Nc2c(c(=O)n(C)c(=O)n2C)C1c1ccncc1 (centres undefined)	-0.8	13.5	2.1	3.6	-12.2	8.2	-7.4	7.0	-4.7
COCC(=O)Nc1c(C(=O)Nc2ccc3c(c2)OCO3)oc2ccccc12	-0.1	13.3	-0.3	2.7	9.6	-5.4	9.8	-8.4	-2.4
O=C(NCc1ccccc1)c1c(F)c(F)c(F)c(F)c1F	0.4	-11.8	0.6	-8.6	3.5	-3.0	-8.2	-4.6	-2.0
Cc1cccc(NCCC(=O)c2ccc([N+](=O)[O-])cc2)c1C	-0.9	-4.6	-0.1	-0.2	19.5	1.0	-4.5	21.3	-1.8
O=C(Nc1nccs1)c1csc2c1CCCC2	-0.5	25.4	0.9	-11.0	2.6	6.8	-12.2	-1.4	-4.0
Cc1c(NC(=O)C2CCCN2C(=O)c2cccs2)c(=O)n(-c2ccccc2)n1C (centres undefined)	-0.1	5.3	0.7	-6.7	-4.0	3.7	-8.4	-3.0	-4.5
Cc1cc(Cl)ccc1NC(=S)N1CCC(C(N)=O)(N2CCCCC2)CC1	0.2	1.4	-0.9	1.1	-9.7	7.6	-9.6	-84.5	-3.0
Cn1c(SCC(=O)c2c(N)n(C)c(=O)n(C)c2=O)nnc1-c1ccc(F)cc1	0.1	3.1	-0.7	0.3	-8.0	-0.5	-3.1	-7.3	-4.1

Screening data from PubChem BioAssay.
